PI4K2A inh: PI4K2A (human) kinase inhibition. actives 0.13% (n = 420,000). Q9BTU6. activity change, negative = inhibition, % at 76.9 µM. purified PI4K2A, ADP-Glo luminescence, 1 h; active compounds read low. AID 1346378; in the data active = activity change below about -50%; inconclusive = mostly about -30% to -49%;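 note: -100% = wells without enzyme as full effect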
Target sequence (Q9BTU6 whole entry, looked up): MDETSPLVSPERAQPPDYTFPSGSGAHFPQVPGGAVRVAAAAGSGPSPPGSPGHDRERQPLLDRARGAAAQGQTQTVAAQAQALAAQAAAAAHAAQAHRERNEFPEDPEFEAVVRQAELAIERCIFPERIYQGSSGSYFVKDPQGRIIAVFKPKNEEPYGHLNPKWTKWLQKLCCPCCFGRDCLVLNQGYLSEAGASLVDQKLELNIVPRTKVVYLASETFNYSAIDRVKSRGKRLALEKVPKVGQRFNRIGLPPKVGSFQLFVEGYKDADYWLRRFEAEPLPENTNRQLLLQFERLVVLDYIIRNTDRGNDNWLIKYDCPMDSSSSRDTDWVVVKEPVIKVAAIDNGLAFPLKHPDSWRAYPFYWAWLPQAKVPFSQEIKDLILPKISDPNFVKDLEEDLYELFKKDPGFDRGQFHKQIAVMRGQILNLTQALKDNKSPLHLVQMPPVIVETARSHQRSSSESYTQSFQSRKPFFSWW
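ADP-Glo luminescence measured ADP generated by PI4K2A enzyme (4 ug/mL before mixing) with 1.2 mM PI substrate (pre-mix) and 300 microM ATP (pre-mix). Tris pH7.5 buffer with MgCl2, Triton X-100; 1 h reaction at ambient temperature.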
JMJD2A Tudor inh: inhibitors of human JMJD2A Tudor domain; O75164; AlphaScreen JMJD2A-Tudor / H3K4me3 peptide binding; Potency, µM (titrated, usually from 114 µM), for the others: at the top dose activity change, negative = inhibition, actives largely listed as inhibitors; actives 4.4% (n = 390,000); note: potency is the fitted concentration of half-maximal effect; % is set by controls: 0 for no effect and ±100 for the full control effect; nearly all actives have a fitted effect of over 50% in size
ERG-DNA inh: inhibitors of human ERG Ets domain-DNA interaction; P11308; fluorescence polarization, His-ERG Ets domain / labelled DNA; Potency, µM (series often up to 76.9 µM), for the others: at the top dose FP activity, negative = inhibition, most hits filed as inhibitors; actives 0.028% (n = 370,000); AID 624246; active = well fitted inhibition curve with a large enough effect in the polarisation, with a control signal flat; inconclusive = small, poorly fitted or top-dose-only effect, or effect the other way, or a change in a side signal; inactive = no such curve, though single readings can be large or run the other way; the % refers to the polarisation;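 note: polarization taken with two DNA probes labelled with fluorescein and Texas red; potency is the fitted concentration of half-maximal effect; % of control where 0% means no effect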
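His-tagged ERG Ets domain (1 uM in the protein solution; 300mM KCl, 50mM Tris-HCl, 1mM EDTA, 1mM DTT, pH 7.5) received compound, then a probe mix of 5 nM fluorescein-DNA and 100nM Texas-615-DNA. Fluorescence polarization was read for both dyes.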
BAZ2B inh: inhibitors of human BAZ2B bromodomain | AID 504333 | actives 4.4% (n = 360,000) | Q9UIF8 | AlphaScreen BAZ2B-H3K14Ac peptide displacement | Potency, µM (top dose mostly 114 µM), for inactives: at the top dose activity change, negative = inhibition, most hits filed as inhibitors; note: potency is the fitted concentration of half-maximal effect; % is set by controls: 0 for no effect and ±100 for the full control effect; nearly all actives have a fitted effect of over 60% in size
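Inhibition is scored as reduced AlphaScreen emission. The BAZ2B/b-H3(5-23)K14Ac complex (50 nM each) in PBS pH 7.4, 0.01% Tween-20 meets compound (up to 110 uM) for 30 min at RT before bead addition.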
HP1b binding inh: blocks HP1-beta chromodomain binding to methylated histone tails; P83916; AlphaScreen HP1-beta / biotin-H3K9me3 peptide binding; Potency, µM (doses to about 114 µM), for inactives: top-dose activity change, negative = inhibition, hits mostly inhibitors; actives 0.56% (n = 390,000); AID 540317; note: potency is the fitted concentration of half-maximal effect; nearly all actives have a fitted effect of over 70% in size; inactives centre near 23
Target sequence (P83916 whole entry, looked up): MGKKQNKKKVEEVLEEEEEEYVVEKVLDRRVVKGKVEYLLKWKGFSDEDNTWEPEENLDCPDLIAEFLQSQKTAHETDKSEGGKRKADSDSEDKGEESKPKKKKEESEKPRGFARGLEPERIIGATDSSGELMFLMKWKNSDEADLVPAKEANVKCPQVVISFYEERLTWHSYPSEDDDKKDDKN
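Compound inhibition of the preformed complex between 50 nM HP1-beta and 50 nM biotinylated H3K9me3 peptide was read by AlphaScreen. Buffer was PBS pH 7.4 with 0.01% Tween-20. Incubations ran 30 min at room temperature, with 10 ug/mL donor/acceptor beads.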
GLS inh: glutaminase GLS (human) inhibition | GLS enzymatic activity, qHTS titration | Potency, µM (doses to about 45.5 µM), without a hit: top-dose activity change, negative = inhibition, most hits filed as inhibitors | actives 0.21% (n = 410,000) | AID 624170; note: potency is the fitted concentration of half-maximal effect; % is set by controls: 0 for no effect and ±100 for the full control effect
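Glutamate formation by hKGA was monitored fluorometrically using coupled glutamate oxidase, HRP and Amplex Red. Substrate was added as 1 mM L-glutamine solution; incubation was 30 min at RT after an initial read.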
Tb PGK inh: T. brucei PGK inhibition; PGK/GAPDH coupled, Kinase-Glo luminescence, 60 min; AID 602233; P07378; actives 0.043% (n = 380,000); Potency, µM (series often up to 57.5 µM), without a hit: at the top dose activity change, negative = inhibition, hits mostly inhibitors; note: potency is the fitted concentration of half-maximal effect; % is set by controls: 0 for no effect and ±100 for the full control effect; nearly all actives have a fitted effect of over 60% in size
Target sequence (P07378 whole entry, looked up): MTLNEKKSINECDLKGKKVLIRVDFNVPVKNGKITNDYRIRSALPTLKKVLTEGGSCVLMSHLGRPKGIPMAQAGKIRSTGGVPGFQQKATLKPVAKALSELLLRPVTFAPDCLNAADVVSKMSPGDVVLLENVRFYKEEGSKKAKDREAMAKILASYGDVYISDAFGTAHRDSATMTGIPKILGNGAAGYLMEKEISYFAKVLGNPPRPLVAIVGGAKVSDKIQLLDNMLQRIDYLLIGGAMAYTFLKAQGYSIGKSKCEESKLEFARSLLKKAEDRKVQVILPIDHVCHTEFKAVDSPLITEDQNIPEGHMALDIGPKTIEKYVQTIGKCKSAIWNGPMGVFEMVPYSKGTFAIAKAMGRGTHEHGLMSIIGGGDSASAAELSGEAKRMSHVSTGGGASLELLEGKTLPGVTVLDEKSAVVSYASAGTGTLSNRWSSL
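Recombinant glycosomal PGK reaction used 1,3-bisphosphoglycerate generated in-well by GAPDH (100nM final) in 100mM TEA pH 7.6, 5mM MgCl2, 0.01% Tween-20. After 60 minutes at room temperature, ATP was read by Kinase-Glo Plus luminescence end-point.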
Pin1 inhibitor: blocks the human prolyl isomerase Pin1; Q13526; Pin1 FP peptide displacement, HiFluor488, 10 min; actives 0.009% (n = 390,000); Potency, µM (series often up to 115 µM), without a hit: at the highest dose activity, negative = inhibition, hits mostly inhibitors; active = well fitted inhibition curve with a large enough effect in the polarisation, with a control signal flat, not every such curve was filed as active; inconclusive = small, poorly fitted or top-dose-only effect, or effect the other way, or a change in a side signal; inactive = no such curve, though single readings can be large or run the other way; the % refers to the polarisation; note: potency is the fitted concentration of half-maximal effect; % is set by controls: 0 for no effect and ±100 for the full control effect
G9a inh: inhibitors of human histone lysine methyltransferase G9a | Q96KQ7 | G9a H3K9 monomethylation, AlphaScreen, 2 h | Potency, µM (doses to about 102 µM), for inactives: at the top dose activity, negative = inhibition, actives largely listed as inhibitors | actives 8.8% (n = 350,000) | AID 504332; note: potency is the fitted concentration of half-maximal effect; % is set by controls: 0 for no effect and ±100 for the full control effect; nearly all actives have a fitted effect of over 75% in size
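Enzyme 20 nM + cpd, 15 min RT; add b-H3K9 pep 500 nM / SAM 20 uM; 2 h RT; anti-H3K9me1 Ab 0.5 ug/mL + SA donor / anti-rabbit acceptor beads 20 ug/mL each, 10 min; AlphaScreen read.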
Starred values were filed as active, the others as inactive; & = joins results of further samples; ! = not active in a repeat; [ ] = another dose, or the depositor's remark. Unless noted, calls come from the whole dose curve; as a rule, active = well fitted curve in the direction sought with a large enough effect; inconclusive = small, poorly fitted or top-dose-only effect, or another doubt; inactive = no such curve, though single readings can be large; an effect the other way counts as inactive or inconclusive. A portion of the library; count on the stated rates, not on these rows.

Screening COc1ccc(CNC(=O)C2CCCN(c3nnc(C)c4c(C)n(-c5ccc(C)cc5)nc34)C2)cc1 (stereo not drawn) returned PI4K2A inh 3, JMJD2A Tudor inh -19%, ERG-DNA inh -3%, BAZ2B inh -21%, HP1b binding inh 36%, GLS inh inconclusive, Tb PGK inh -5%, Pin1 inhibitor 44%[activator] and G9a inh -30%[59 µM].
`CCOC(=O)c1ccc(N)cc1` gave PI4K2A inh 3&0, JMJD2A Tudor inh -13%, ERG-DNA inh 4%, BAZ2B inh 6%, HP1b binding inh 32%, GLS inh 2%, Tb PGK inh -4%, Pin1 inhibitor -1% and G9a inh -45%[59 µM].
For O=C(CCN1CCC(c2ccccc2)C1)c1ccc2c(c1)OCCO2 (stereo not drawn) the results were PI4K2A inh 5&3, JMJD2A Tudor inh -24%, ERG-DNA inh -4%, BAZ2B inh inconclusive, HP1b binding inh 13%, GLS inh 23%&52%, Tb PGK inh -3%, Pin1 inhibitor -9% and G9a inh 7.9µM*.
CCN(CC)CCNC(=O)c1cc(Cl)c(N)cc1OC was read as PI4K2A inh 4&-5&-1, JMJD2A Tudor inh -14%, ERG-DNA inh 50%[activator], BAZ2B inh 4%, HP1b binding inh 36%[activator], GLS inh 13%&-1%, Tb PGK inh inactive, Pin1 inhibitor -5% and G9a inh 26%[59 µM].
CCOc1ccc(C(=O)OCCN(CC)CC)cc1 was read as PI4K2A inh -2&-1, JMJD2A Tudor inh -8%, ERG-DNA inh -2%, BAZ2B inh 1%, HP1b binding inh 23%, GLS inh 14%&3%, Tb PGK inh -12%, Pin1 inhibitor 3% and G9a inh 1%[59 µM].
Screening CC[n+]1c(C)sc2cc(OC)ccc21 returned PI4K2A inh -23, JMJD2A Tudor inh -10%, ERG-DNA inh -4%, BAZ2B inh -18%, HP1b binding inh 28%, GLS inh -7%, Tb PGK inh -5%, Pin1 inhibitor 4% and G9a inh 25µM*.
`O=C(NCCc1c[nH]c2ccccc12)c1cccnc1` gave PI4K2A inh -2&1, JMJD2A Tudor inh -26%, ERG-DNA inh -4%, BAZ2B inh -5%, HP1b binding inh 9%, GLS inh 19%&13%, Tb PGK inh 0%, Pin1 inhibitor 2% and G9a inh -2%[12.7 µM].
For COc1ccc(C(=O)CC(=O)c2ccc(C(C)(C)C)cc2)cc1 the results were PI4K2A inh -2&-8, JMJD2A Tudor inh 60%[activator], ERG-DNA inh 13%, HP1b binding inh 185%[activator], GLS inh inconclusive, Tb PGK inh -11%, Pin1 inhibitor -3% and G9a inh -1%[2.33 µM].
Screening O=C(c1ccc(F)cc1)C1CCN(CCn2c(=O)[nH]c3ccccc3c2=O)CC1 returned PI4K2A inh 2&-4&1&2, JMJD2A Tudor inh -19%&-30%, ERG-DNA inh -2%&1%, BAZ2B inh inconclusive, HP1b binding inh 1%&8%, GLS inh 1%&12%&-5%, Tb PGK inh -3%, Pin1 inhibitor 2%&2% and G9a inh 0.79µM*!.
Screening Cc1cc(Nc2cc(N3CCN(C)CC3)nc(Sc3ccc(NC(=O)C4CC4)cc3)n2)n[nH]1 returned PI4K2A inh 6, JMJD2A Tudor inh inconclusive, HP1b binding inh 10%, GLS inh 21%, Tb PGK inh -10% and Pin1 inhibitor -6%.
COc1ccc(-n2ccn(CC(=O)Nc3ccc(C)c(C)c3)c(=O)c2=O)cc1OC was read as PI4K2A inh -5, JMJD2A Tudor inh -27%, ERG-DNA inh -7%, BAZ2B inh inconclusive, HP1b binding inh -13%, GLS inh -10%, Tb PGK inh -7%, Pin1 inhibitor 40%[activator] and G9a inh -34%[59 µM].
`CCC(C)n1ncn(-c2ccc(N3CCN(c4ccc(OCC5COC(Cn6cncn6)(c6ccc(Cl)cc6Cl)O5)cc4)CC3)cc2)c1=O` (stereo not drawn) gave PI4K2A inh 5, JMJD2A Tudor inh inconclusive, ERG-DNA inh -4%, BAZ2B inh inconclusive, HP1b binding inh -2%, GLS inh -1%&-16%, Tb PGK inh -6%, Pin1 inhibitor 1% and G9a inh inconclusive.
COc1ccc(CC(=O)NCC(c2cccs2)S(=O)(=O)c2ccc(Cl)cc2)cc1 (stereo not drawn) was read as PI4K2A inh 0, JMJD2A Tudor inh 18µM*, ERG-DNA inh 4%, BAZ2B inh inconclusive, HP1b binding inh 10µM*, GLS inh inconclusive, Tb PGK inh 3.2µM* and G9a inh 8.9µM*.
`CC12CCC(CC1)C(C)(C)O2` gave PI4K2A inh -1&-1, JMJD2A Tudor inh -11%, ERG-DNA inh 12%, HP1b binding inh 69%[activator], GLS inh -1%&-12%, Tb PGK inh inactive, Pin1 inhibitor 0% and G9a inh 31%[59 µM].
O=C(NCc1ccco1)c1ccc2c(c1)N(Cc1cccc(Cl)c1)C(=O)c1ccccc1S2=O (stereo not drawn) was read as PI4K2A inh -3, JMJD2A Tudor inh -19%, ERG-DNA inh 7%, BAZ2B inh -3%, HP1b binding inh 10%, GLS inh -8%, Tb PGK inh inactive, Pin1 inhibitor 21% and G9a inh -9%[59 µM].
COc1ccc(C(=O)NCc2ccc(OCCN(C)C)cc2)cc1OC was read as PI4K2A inh -3&-2, JMJD2A Tudor inh -9%, ERG-DNA inh inconclusive, HP1b binding inh 29%, GLS inh 7%&5%, Tb PGK inh 0%, Pin1 inhibitor 0% and G9a inh -33%[12.7 µM].
`c1ccc(CN(CC2=NCCN2)c2ccccc2)cc1` gave PI4K2A inh 2&-2&3, JMJD2A Tudor inh -26%&-1%, ERG-DNA inh 17%&12%, BAZ2B inh -32%&-19%, HP1b binding inh 26%&34%, GLS inh 6%&16%&14%, Tb PGK inh 2%, Pin1 inhibitor -8%&-6% and G9a inh -3%[59 µM].
Cc1ccc(CN2CCN(Cc3cccc4nccnc34)CC2CCO)cc1 (stereo not drawn) was read as PI4K2A inh -5, JMJD2A Tudor inh -4%, ERG-DNA inh 11%, BAZ2B inh 0%, HP1b binding inh 38%, GLS inh 12%, Tb PGK inh inactive, Pin1 inhibitor 0% and G9a inh inconclusive.
Screening CCOc1ccccc1C(N)=O returned PI4K2A inh 3&-2, JMJD2A Tudor inh 0%, ERG-DNA inh -18%, HP1b binding inh 33%, GLS inh -14%&-3%, Tb PGK inh -3%, Pin1 inhibitor -4% and G9a inh 22%[59 µM].
Screening OC(C#CCN1CCCC1)(c1ccccc1)c1ccccc1 returned PI4K2A inh 6&-1, JMJD2A Tudor inh -14%, ERG-DNA inh -1%, BAZ2B inh -4%, HP1b binding inh 8%, GLS inh 12%&25%, Tb PGK inh 13%, Pin1 inhibitor 3% and G9a inh -11%&-4%[12.7 µM].
Screening C1CCC(C(CC2CCCCN2)C2CCCCC2)CC1 (stereo not drawn) returned PI4K2A inh -11&1&-1, JMJD2A Tudor inh -18%&-25%, ERG-DNA inh -4%&-10%, BAZ2B inh -5%&1%, HP1b binding inh 9%&18%, GLS inh 3%&3%&-2%, Tb PGK inh 0%&-7%, Pin1 inhibitor 1%&3% and G9a inh -8%.
Screening C[C@]12CCC(=O)C=C1CC[C@@H]1[C@@H]2CC[C@@]2(C)[C@H]1CC[C@]2(O)C(=O)CO returned PI4K2A inh 5&-1&-1, JMJD2A Tudor inh 3%, ERG-DNA inh -24%, BAZ2B inh 24%, HP1b binding inh 73%[activator], GLS inh 3%&5%, Tb PGK inh inactive, Pin1 inhibitor 1% and G9a inh inconclusive.
Cn1c(=O)c2c(ncn2CC2OCCO2)n(C)c1=O was read as PI4K2A inh -6&2, JMJD2A Tudor inh -1%, ERG-DNA inh 4%, BAZ2B inh 2%, HP1b binding inh 50%[activator], GLS inh -6%&-1%, Pin1 inhibitor 1% and G9a inh 1%.
Screening CC(=O)c1ccc(S(=O)(=O)NC(=O)NC2CCCCC2)cc1 returned PI4K2A inh -2&8&0, JMJD2A Tudor inh -14%, ERG-DNA inh -8%, BAZ2B inh 32%[activator], HP1b binding inh 20%, GLS inh 0%&7%, Tb PGK inh 6%, Pin1 inhibitor -8% and G9a inh 3%[59 µM].
For CCN1CCN(CCCNC(=O)c2cc3c(s2)-c2c(C)cccc2OC3)CC1 the results were PI4K2A inh 1, JMJD2A Tudor inh -2%, ERG-DNA inh 2%, BAZ2B inh 2%, HP1b binding inh 24%, GLS inh -9%, Tb PGK inh 9%, Pin1 inhibitor -7% and G9a inh 2%[59 µM].
For O=C(CC1N=C2c3ccccc3N=C(SCc3ccc(F)cc3)N2C1=O)NC1CCCCC1 (stereo not drawn) the results were PI4K2A inh -3, JMJD2A Tudor inh -20%, ERG-DNA inh 0%, BAZ2B inh -3%, HP1b binding inh 57%[activator], GLS inh 1%, Tb PGK inh -2%, Pin1 inhibitor 2% and G9a inh -5%[59 µM].
COc1ccccc1N1CCN(CCCNc2cc(=O)n(C)c(=O)n2C)CC1 was read as PI4K2A inh -2&5&-1, BAZ2B inh -7%, GLS inh -3%&44%&29%, Tb PGK inh 0% and G9a inh 22µM*!.
For OCCN1CCN(CCCN2c3ccccc3Sc3ccc(Cl)cc32)CC1 the results were PI4K2A inh 5&4&-4, JMJD2A Tudor inh inconclusive, ERG-DNA inh inconclusive, BAZ2B inh inconclusive, HP1b binding inh -16%, GLS inh -3%, Tb PGK inh -1%, Pin1 inhibitor 1% and G9a inh 3%[12.7 µM].

Screening results from PubChem.
